# Screening results from PubChem.
# APJ agonist: agonists of human APJ apelin receptor; P35414; CHO-K1 APJ PathHunter beta-arrestin, luminescence; 0% DMSO wells, 100% apelin; activation, % at 20 µM; 330,000 compounds, 0.11% hits;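 active means activation more than six SD over the plate average, tested at 20 µM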;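 further: 0% = DMSO alone and 100% = apelin-13 at 10 nM; some results filed as inactive read as strong as hits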
#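 Assay system – PathHunter CHO-K1 APJ (AGTRL-1) beta-arrestin reporter cells · Compound – one dose, 20 µM compound, 1% DMSO · Timing – compound 90 min 25 °C, reagent 1 h · Measured by – luminescence from split beta-galactosidase complementation, Galacton Star/Emerald II substrate · Measure – beta-arrestin recruitment to APJ as agonist activity, luminescent signal · Benchmarks – DMSO vs Apelin-13 10 nM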
# Mdm2-MdmX inh: human Mdm2/MdmX binding inhibition; AID 485346; SaOS-2 split-luciferase Mdm2/MdmX complementation, luminescence; 330,000 compounds, 3% hits; O15151+Q00987; inhibition, % at 8 µM;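 active means inhibition of at least 50% at 8 µM in the primary screen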
# APJ antag: APJ receptor antagonism. CHO-K1 APJ beta-arrestin complementation, luminescence. 330,000 compounds, 0.32% hits. AID 2521. P35414. inhibition, % at 20 µM;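 active means inhibition above about 40% at 20 µM, limit read from the data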;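 further: cells challenged with 10 nM apelin-13 agonist together with compound; plate controls were apelin-13 plus DMSO wells for no effect and DMSO wells lacking apelin-13 for full effect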
# tim23-1 inh: tim23-1 yeast growth inhibition | S. cerevisiae tim23-1 growth, BacTiter-Glo luminescence, 24 h | inhibition, % at 20 µM | 330,000 compounds, 1.3% hits | AID 463212;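 active means growth inhibition of the mutant yeast at or above 50%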;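 further: temperature-sensitive mutant grown at 25 °C; plate controls were DMSO-treated mutant yeast for no effect and medium wells lacking yeast for full effect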
# CCR6 antag: antagonists of human CCR6 receptor. P51684. CHO-K1 CCR6 PathHunter beta-arrestin, luminescence, CCL20-stimulated. inhibition, % at 20 µM. 340,000 compounds, 0.49% hits. AID 493098;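 active means compounds whose inhibition of the agonist-driven luminescence signal at 20 µM reaches about 50%, limit read from the data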;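 further: cells stimulated with CCL20 at 14 nM final; plate controls were DMSO with CCL20 for no effect and DMSO without agonist for full effect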
# Target sequence (P51684 whole entry, looked up): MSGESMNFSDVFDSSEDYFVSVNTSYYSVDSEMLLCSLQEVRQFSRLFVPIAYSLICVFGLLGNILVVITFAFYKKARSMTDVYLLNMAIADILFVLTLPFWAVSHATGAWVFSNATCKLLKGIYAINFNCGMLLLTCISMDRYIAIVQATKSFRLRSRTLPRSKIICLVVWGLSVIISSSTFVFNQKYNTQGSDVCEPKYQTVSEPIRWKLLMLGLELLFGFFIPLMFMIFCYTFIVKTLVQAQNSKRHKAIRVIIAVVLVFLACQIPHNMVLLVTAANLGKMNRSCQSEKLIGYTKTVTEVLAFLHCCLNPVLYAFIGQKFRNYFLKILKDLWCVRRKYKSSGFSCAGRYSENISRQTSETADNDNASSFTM
# CXCR6 block: CXCR6 (human) receptor inhibition; O00574; AID 602244; CHO-K1 PathHunter CXCR6 beta-arrestin, luminescence; 360,000 compounds, 0.36% hits; inhibition, % at 20 µM; in the data active means inhibition above about 34%, passing the limit was not always enough;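 further: antagonist mode with CXCL16 agonist at 10 nM final; 0% = 10 nM CXCL16 with DMSO and 100% = unstimulated wells without agonist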
# Target sequence (O00574 whole entry, looked up): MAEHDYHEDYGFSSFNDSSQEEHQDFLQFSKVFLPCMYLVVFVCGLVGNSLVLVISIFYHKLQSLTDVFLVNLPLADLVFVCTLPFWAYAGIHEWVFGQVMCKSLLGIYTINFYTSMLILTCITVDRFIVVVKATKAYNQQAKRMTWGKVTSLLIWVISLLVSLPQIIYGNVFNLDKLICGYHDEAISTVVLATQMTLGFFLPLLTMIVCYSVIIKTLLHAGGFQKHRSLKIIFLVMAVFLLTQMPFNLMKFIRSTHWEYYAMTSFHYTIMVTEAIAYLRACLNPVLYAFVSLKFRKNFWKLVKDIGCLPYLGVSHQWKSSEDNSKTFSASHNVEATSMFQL
# EBI2 block: EBI2 (human) antagonism; P32249; EBI2 beta-arrestin recruitment, luminescence, 7a,25-OHC stimulated; inhibition, % at 5 µM; 360,000 compounds, 0.81% hits; AID 651636; in the data active means inhibition above about 38%;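 further: enzyme fragment complementation signal reports receptor beta-arrestin coupling in cells; 0% = agonist plus DMSO wells and 100% = wells without agonist; some results beyond the cut were filed as inactive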
# UPR XBP1 act: adaptive UPR (XBP1) activation; 330,000 compounds, 0.33% hits; activation, % at 20 µM; CHO-XBP1 luciferase reporter, IRE1-XBP1 UPR activation, luminescence; percent of tunicamycin response, DMSO as zero; AID 463104;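 active means versus positive control, 20 µM dose yields 30% or more activation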;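 further: 100% = tunicamycin at 10 µg/mL and 0% = DMSO only wells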
#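 incubation = overnight seeding at 37 °C, 6 h compound treatment at 37 °C | assay system = CHO-XBP1 cells stably carrying IRE1-XBP1-driven luciferase reporter | input = 1000 cells per well | detection = luciferase luminescence | dosing = single point, 20 µM final compound, 1% DMSO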
# CHOP UPR activ: apoptotic UPR (CHOP) activation; activation, % at 10 µM; CHO-CHOP luciferase reporter, luminescence; percent of tunicamycin response over DMSO baseline; AID 449763; 330,000 compounds, 0.34% hits;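 active means at 10 µM dose, activation of 40% or more, normalized to positive control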;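 further: 100% = tunicamycin at 10 µg/mL and 0% = DMSO alone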
#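 Material: CHO-CHOP cells, stable luciferase reporter of PERK-eIF2a-CHOP signalling; quantity: 500 reporter cells seeded per well; buffer or medium: F12 medium containing 10% fetal bovine serum; compound: one dose, 10 µM in 0.5% DMSO; incubation: 6 h compound treatment, 37 °C; measured by: Steady-Glo luciferase luminescence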
# * marks the source's active call; other numbers are inactive results; . = no result given.
SMILES,APJ agonist,Mdm2-MdmX inh,APJ antag,tim23-1 inh,CCR6 antag,CXCR6 block,EBI2 block,UPR XBP1 act,CHOP UPR activ
C#Cc1ccc([C@H]2C=C(C(=O)NCc3nc4ccccc4[nH]3)O[C@@H](OCC)[C@@H]2CCCO)cc1,-2,-25,-8,7,-2,1,10,0,-0.9
CN1CCN(C(=O)CN(c2cccc(Br)c2)S(=O)(=O)c2ccccc2)CC1,-1,8,-19,5,-1,2,1,0,1.6
Cn1nnnc1SCC(=O)N1CCCCC1,-1,18,-6,-4,-11,-12,0,-2,0.7
CC(=O)N1CCc2c(sc(NC(=O)c3ccc4c(c3)OCCO4)c2C#N)C1,-1,22,-1,9,3,-2,-8,6,1.5
COc1cccc(-c2cc(C(=O)N/N=C/c3ccc(OC)c(COC(C)=O)c3)c3ccccc3n2)c1,0,-10,10,5,-3,-4,20,1,0.6
COc1ccc(N(C(=O)c2cccnc2)S(=O)(=O)c2cccs2)cc1,-5,2,16,-6,-1,-9,-20,-3,1.6
CCOc1ccc(NC(=O)CN(c2ccc(C)cc2)S(=O)(=O)c2c(C)nn(C)c2C)cc1,12,-10,-4,26,10,9,-2,1,-0.5
Cc1cc(=O)[nH]c(N/N=C/c2cccc([N+](=O)[O-])c2)n1,-6,1,4,-1,.,.,.,0,0.8
CCc1nnc(NS(=O)(=O)c2ccc(NC(=O)CCC(=O)OC)cc2)s1,-1,-12,-11,11,-17,-5,-12,-4,2.3
CN1CCN(S(=O)(=O)c2ccc(Nc3cccc(Cl)c3)c([N+](=O)[O-])c2)CC1,-2,-9,-59,19,-2,-8,-8,1,0.4
CCOC(=O)N1CCC(n2c(SCC(=O)c3ccccc3)nc3ccsc3c2=O)CC1,2,44,-13,-26,-3,-9,25,8,13
CCN(CC)S(=O)(=O)c1ccc(Cl)c(C(=O)NC)c1,0,22,-9,6,-11,0,-2,1,-2.3
Cc1ccc(C)c(C(=O)CSc2nc(C)cc(=O)[nH]2)c1,-1,17,-2,19,-1,3,-2,-6,1.3
CCOc1ccccc1OCC(=O)Nc1cc(C)on1,-1,-33,14,18,2,4,-3,4,0.6
CCCOc1ccc(C2Nc3cccc4cccc(c34)N2)cc1,1,9,-38,47,11,1,-40,4,4.5
COc1ccc(NC(=O)Cn2c(C(C)C)nc(C)cc2=O)cc1Cl,-2,-26,3,12,3,9,-6,-3,1.2
CN1/C(=C/C=C(/C#N)C(N)=O)C(C)(C)c2ccccc21,-1,41,12,12,-2,10,-9,0,-0.1
C=CCC(C(=O)OC)(C(=O)OC)c1ccc([N+](=O)[O-])cn1,-2,-14,0,15,12,0,8,-1,-0.3
Cc1ccnc(NS(=O)(=O)c2cc([N+](=O)[O-])ccc2C)c1,-2,-2,-24,1,2,-8,-2,-4,-1.8
COc1cc2c(=O)n(CCC(=O)NCC3CCCO3)c(=O)n(CC(=O)Nc3ccc(C)cc3)c2cc1OC (stereo unspecified),-2,21,0,-5,4,-6,-3,-6,-2.8
COc1ccc2nc(SCC(=O)NC(C)C)[nH]c2c1,-4,-25,-14,-1,12,-5,-6,-1,-1.4
C/C(N)=C(/C#N)C(=O)COC(=O)c1ccccc1Oc1ccccc1,-6,22,-4,-4,-3,0,1,-1,0.2
COc1cc(OC)c(C(=O)OCC(=O)NC2CCCC2)cc1OC,-5,-2,6,7,1,-26,-14,-9,2.4
COC(=O)[C@@]1(Cc2ccc(F)cc2)[C@@H]2[C@@H](CC(=O)[C@H]2CC(=O)C(=O)N(C)C)CN1C(=O)c1ccccc1,-2,4,13,2,27,12,13,-4,-0.5
COc1ccc(-n2c(SCC(=O)N3CCCC3)nc3ccccc3c2=O)cc1,0,-1,13,8,.,.,.,0,-0.2

# Arranged by the number under CCR6 antag (falling): some entries from above
SMILES	CCR6 antag
Cc1ccnc(NS(=O)(=O)c2cc([N+](=O)[O-])ccc2C)c1	2
CN1/C(=C/C=C(/C#N)C(N)=O)C(C)(C)c2ccccc21	-2
CCOC(=O)N1CCC(n2c(SCC(=O)c3ccccc3)nc3ccsc3c2=O)CC1	-3

# Other records.
SMILES,APJ agonist,Mdm2-MdmX inh,APJ antag,tim23-1 inh,CCR6 antag,CXCR6 block,EBI2 block,UPR XBP1 act,CHOP UPR activ
O=C1[C@H]2[C@@H](c3ccc(F)cc3)N3C(=O)N(c4ccc(C(F)(F)F)cc4)C(=O)[C@@]3(Cc3ccccc3)[C@H]2C(=O)N1C1CCCCC1,2,95*,8,16,1,4,-3,0,1.2
O=c1c([N+](=O)[O-])c(N2CCCCC2)c2ccccc2n1-c1ccccc1,-7,41,28,-9,9,0,-15,2,-1.8
CN(C)CC(O)CN1C(=O)NC(C)(C)C1=O (stereo unspecified),-1,-14,-2,3,-1,-1,-3,-1,-2.5
COC(=O)Nc1nc(-c2ccccc2)c(C(=O)c2ccc(Cl)cc2)s1,-4,61*,16,1,5,13,-1,16,-1.9
O=C(c1cccc(S(=O)(=O)N2CCOCC2)c1)N1CCN(S(=O)(=O)c2cccc([N+](=O)[O-])c2)CC1,4,-3,-72,11,-4,-15,-20,-2,-0.6
COc1ccc(NC(=O)C(C)N=C2NS(=O)(=O)c3ccccc32)cc1S(N)(=O)=O (stereo unspecified),1,-3,4,3,12,-6,-2,-4,-1.1
CCOCC(=O)Nc1cc(C(=O)NCCc2ccccc2)ccc1Cl,-3,-72,-8,-10,22,6,1,3,3.1
Cc1ccc(N(C)C2=NC(=O)CS2)cc1Cl,-3,17,17,-7,4,-3,5,-4,-0.7
CC1CC(C)CN(C(=O)Cn2c(=O)n(CCCC(=O)NCc3ccco3)c(=O)c3sccc32)C1 (stereo unspecified),0,-8,14,-5,10,6,-11,0,0.1
O=C(Cc1ccccc1)c1c[nH]c(C(=O)NCCCN2CCOCC2)c1,1,17,-6,-8,6,-1,3,-1,-0.7
CC1=C(C(=O)Nc2ccc(C(=O)NC(C)c3ccccc3)cc2)SCCO1 (stereo unspecified),-3,17,-76,18,-7,5,4,-2,-2.4
Cc1c(Br)c([N+](=O)[O-])nn1C(C)C(=O)Nc1ccc2c(c1)OCO2 (stereo unspecified),2,10,5,22,16,7,2,-5,-1.2
Cc1cccc(C(=O)O/N=C(/c2ccccc2)c2ccncc2)c1,4,17,-46,37,-3,0,14,1,1.1
Cc1ccc(C(=O)NCCN2CCCC2)cc1,5,-12,-16,12,-10,7,-7,-3,-2.4
Cc1ccc(S(=O)(=O)N/N=C/c2cc([N+](=O)[O-])ccc2O)cc1[N+](=O)[O-],-6,9,22,13,21,14,5,-3,0.8
CCOC(=O)COc1ccc(/C=C2\NC(=S)N(CC)C2=O)cc1,-1,-13,-13,27,1,-10,-21,1,-1.6
CCOC(=O)N1CCN(C(=O)c2ccc3nc4ccsc4c(=O)n3c2)CC1,-3,16,-5,15,-2,-5,-7,7,-1.3
COC(=O)CSc1nc2ncccc2[nH]1,1,-2,-12,7,3,-8,0,1,-1.7
COc1ccc(C(=O)Cn2c(Cl)nc3c2c(=O)n(C)c(=O)n3C)cc1,-9,28,10,10,10,-1,5,-4,-1.0
Cc1cc(S(=O)(=O)NCc2cccnc2)ccc1F,-2,9,9,-3,13,3,-11,-5,1.1
C=C(C)CNC(=S)N/N=C/c1c(F)cccc1F,-3,10,7,43,-3,-1,10,-5,1.7
CCOC(=O)c1c(CN2CCC(C)CC2)n(C)c2cc(Br)c(OC)cc12,-1,-10,5,6,21,6,-2,-1,-0.8
O=C(c1ccncc1)N1CCN(C(=O)c2cccc3ccccc23)CC1,3,14,1,-1,2,-6,2,-1,-1.2

# Structures listed so far that have an aryl methoxy group:
SMILES,APJ agonist,Mdm2-MdmX inh,APJ antag,tim23-1 inh,CCR6 antag,CXCR6 block,EBI2 block,UPR XBP1 act,CHOP UPR activ
COc1cccc(-c2cc(C(=O)N/N=C/c3ccc(OC)c(COC(C)=O)c3)c3ccccc3n2)c1,0,-10,10,5,-3,-4,20,1,0.6
COc1ccc(N(C(=O)c2cccnc2)S(=O)(=O)c2cccs2)cc1,-5,2,16,-6,-1,-9,-20,-3,1.6
COc1ccc(NC(=O)Cn2c(C(C)C)nc(C)cc2=O)cc1Cl,-2,-26,3,12,3,9,-6,-3,1.2
COc1cc2c(=O)n(CCC(=O)NCC3CCCO3)c(=O)n(CC(=O)Nc3ccc(C)cc3)c2cc1OC (stereo unspecified),-2,21,0,-5,4,-6,-3,-6,-2.8
COc1ccc2nc(SCC(=O)NC(C)C)[nH]c2c1,-4,-25,-14,-1,12,-5,-6,-1,-1.4
COc1cc(OC)c(C(=O)OCC(=O)NC2CCCC2)cc1OC,-5,-2,6,7,1,-26,-14,-9,2.4
COc1ccc(-n2c(SCC(=O)N3CCCC3)nc3ccccc3c2=O)cc1,0,-1,13,8,.,.,.,0,-0.2
COc1ccc(NC(=O)C(C)N=C2NS(=O)(=O)c3ccccc32)cc1S(N)(=O)=O (stereo unspecified),1,-3,4,3,12,-6,-2,-4,-1.1
COc1ccc(C(=O)Cn2c(Cl)nc3c2c(=O)n(C)c(=O)n3C)cc1,-9,28,10,10,10,-1,5,-4,-1.0
CCOC(=O)c1c(CN2CCC(C)CC2)n(C)c2cc(Br)c(OC)cc12,-1,-10,5,6,21,6,-2,-1,-0.8

# An excerpt; count on the stated rates, not on these rows.
